# Source: PubChem
# HT1080 IDH1KD tx = HT-1080 IDH1 knockdown cell toxicity (counter line) | HT-1080 IDH1 knockdown viability, ATP luminescence, 48 h | Potency, µM (top dose mostly 46.1 µM), without a hit: top-dose activity, negative = toxicity, hits mostly cytotoxic | hit rate 2% among 360,000;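 further: potency means the concentration at half of the fitted maximal effect; 0% = DMSO wells and -100% = cell-free medium wells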
#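 Cytotoxicity counter-line: IDH1KD HT-1080, 48 h, CellTiter-Glo. Curves classed by r2, magnitude and activity.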
# SW480 rereplic = DNA re-replication induction in SW480 cells; Potency, µM (top dose mostly 46.1 µM), without a hit: at the highest dose re-replication activation, hits mostly activators; hit rate 1.8% among 340,000; SW480 DNA re-replication, Hoechst DNA content imaging, 48 h; AID 624297; further: potency means the concentration at half of the fitted maximal effect; % of control where 0% means no effect; nearly all actives have a fitted effect of over 55% in size
#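 Treated cells incubate 48 hr (37 C, 5% CO2), are stained 40 min with Hoechst, and nuclear fluorescence is enumerated; a rise in nuclei with high DNA signal marks re-replication.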
# KB-3-1 cytotox = kills parental KB-3-1 adenocarcinoma cells; KB-3-1 viability, CellTiter-Glo ATP luminescence, 72 h; Potency, µM (titrated, usually from 46.1 µM), inactives show at the top dose activity change, negative = cytotoxic, hits mostly cytotoxic; hit rate 1.4% among 400,000; further: potency means the concentration at half of the fitted maximal effect; on the % scale 0 is the no-effect control and ±100 the full control effect; nearly all actives have a fitted effect of over 60% in size
#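 KB-3-1 cells, DMEM (no phenol red) + 10% FBS; compound by pin transfer, 72 h, 37 °C. Readout: CellTiter-Glo luminescence after 10 min. Data normalized, curve-fitted.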
# HEK293 tox = cytotoxicity in counter-screen for GLP-1R inverse agonists; HEK293 cAMP-luciferase reporter cells, luminescence, 24 h; Potency, µM (doses to about 38.3 µM), for the others: at the highest dose activity change, negative = inhibition, hits mostly inhibitors; hit rate 0.13% among 410,000;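 further: loss of luciferase light is scored as toxicity; potency means the concentration at half of the fitted maximal effect; on the % scale 0 is the no-effect control and ±100 the full control effect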
#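 Here, cytotoxicity is scored as loss of luminescence. The MLSMR collection was tested on cells seeded in medium containing 10% Nu serum, with a 24 hr compound exposure preceded by 12 hours of culture.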
# MCF10A rerep = inducers of DNA re-replication in MCF 10A breast cells; MCF 10A DNA re-replication, Hoechst nuclear intensity, 48 h; Potency, µM (highest dose often 46.1 µM), inactives show top-dose activity, positive = re-replication, usual class: activators; hit rate 2.9% among 350,000; further: potency means the concentration at half of the fitted maximal effect; % of control where 0% means no effect; nearly all actives have a fitted effect of over 50% in size
# IL1B secr inh = inhibitors of inflammasome signaling (IL-1 beta secretion); THP-1 LPS/ATP IL-1B secretion, AlphaLISA, 16 h; stronger effect = lower value; activity change, % at 57.5 µM; hit rate 4.7% among 360,000; AID 743279; in the data active means activity change below about -50%; inconclusive means mostly about -30% to -49%; further: on the % scale 0 is the no-effect control and ±100 the full control effect
#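 Secreted IL-1B measured by AlphaLISA bead assay after 16 h compound exposure of THP-1 cells; compounds (final up to 57.5 uM) added 1 h before LPS (250 ng/mL) and ATP (1.25 mM) stimulation; lower signal means less secretion.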
# KB-V1 cytotox = kills drug-selected multidrug resistant KB-V1 cells | Potency, µM (doses to about 46.1 µM), for the others: top-dose activity change, negative = cytotoxicity, most hits filed as cytotoxic | hit rate 3.4% among 400,000 | AID 1347076 | KB-V1 MDR cells viability, CellTiter-Glo, 72 h; further: potency means the concentration at half of the fitted maximal effect; on the % scale 0 is the no-effect control and ±100 the full control effect; nearly all actives have a fitted effect of over 60% in size
#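 Drug-selected KB-V1 cells, grown in DMEM lacking phenol red with 10% FBS, receive compound titrations; after three days at 37 degrees C, surviving cell ATP is quantified by CellTiter-Glo luminescence and responses normalized and curve-fitted.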
# HT1080NT lethal = kills 2HG-producing HT-1080-NT fibrosarcoma cells. HT-1080-NT fibrosarcoma viability, CellTiter-Glo ATP luminescence, 48 h. Potency, µM (highest dose often 46.1 µM), without a hit: top-dose activity, negative = less viability, actives largely listed as cytotoxic. hit rate 1.6% among 360,000. AID 686970;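 further: NT is the 2HG producing partner of a matched IDH1 knockdown line; potency means the concentration at half of the fitted maximal effect; 0% = DMSO-treated cells and -100% = media-only wells without cells; nearly all actives have a fitted effect of over 55% in size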
#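 Toxicity toward the 2HG-producing NT line was scored as %Activity, normalised to DMSO and no-cell wells, from CellTiter-Glo luminescence after 48 hours' treatment.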
# DRD3 agonist = agonists of human D3 dopamine receptor; max activation, %; hit rate 0.58% among 410,000; D3R DiscoveRx beta-arrestin cells, luminescence, 90 min; P35462; in the data active means max activation above about 30%; further: 0% is about no effect; mostly tested at two doses, the higher about 12 µM
# Target sequence (P35462 whole entry, looked up): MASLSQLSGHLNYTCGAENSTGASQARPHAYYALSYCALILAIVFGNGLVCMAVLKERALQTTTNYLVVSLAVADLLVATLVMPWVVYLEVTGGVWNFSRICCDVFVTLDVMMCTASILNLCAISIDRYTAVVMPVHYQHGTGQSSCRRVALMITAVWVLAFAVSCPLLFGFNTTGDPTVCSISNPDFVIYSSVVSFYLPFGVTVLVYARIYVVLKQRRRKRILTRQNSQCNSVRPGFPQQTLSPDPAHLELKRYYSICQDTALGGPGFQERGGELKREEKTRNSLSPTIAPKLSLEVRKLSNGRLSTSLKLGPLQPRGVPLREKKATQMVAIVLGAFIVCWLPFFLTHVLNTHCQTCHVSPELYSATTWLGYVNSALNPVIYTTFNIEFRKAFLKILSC
#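 Agonist-mode cell screen: cells plated at 1500/well and incubated overnight at 37 °C, then exposed to library compounds for 90 min at 37 °C. Detection reagent was added for 30–60 min at room temperature, and luminescence was read.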
# Numbers without * were called inactive; ? = inconclusive; . = not tested or not shown; & = joins results of further samples; [ ] = dose if it differs, or a comment. Unless noted, the call rests on the fitted dose curve; in most records, active means well fitted curve in the direction sought with a large enough effect; inconclusive means small, poorly fitted or top-dose-only effect, or another doubt; inactive means no such curve, though single readings can be large; an effect the other way counts as inactive or inconclusive.
[1] CCOc1ccc(-c2cc(OC(=O)c3ccc(OC)cc3)c3c(C)oc(C)c3c(=O)c2)cc1
[2] CCOc1ccc(C(=O)NCc2ccc3c(c2)CCN3C(=O)c2ccc(Cl)cc2)cc1
[3] COC(=O)c1c(NC(=O)c2nc(SCc3ccc(C)cc3)ncc2Cl)sc2c1CCCC2
[4] CN(CC1CCCO1)S(=O)(=O)c1ccc(C(=O)Nc2ccc(S(N)(=O)=O)cc2)cc1 (stereo not drawn)
[5] CCOC(=O)c1[nH]c2ccc(OC)cc2c1NC(=O)c1cccc(OC)c1
[6] COc1cccc(NC(=O)CCc2nnc3ccc(N4CCC(C)CC4)nn23)c1
[7] COc1ccccc1NS(=O)(=O)c1cccc(C(=O)NNC(=O)C(NC(N)=O)C(C)C)c1 (stereo not drawn)
[8] COc1cccc(C(=O)Nc2ccc3c(c2)OCO3)c1OC

Screen / compound no.,1,2,3,4,5,6,7,8
HT1080 IDH1KD tx,.,.,.,2.3%,-1.5%,-7.1%,12.9%,10.5%
SW480 rereplic,.,.,.,1.2%,1.3%,-7.6%,-4.3%,0.6%
KB-3-1 cytotox,-2.2%,-3.7%,-3.5%,1.3%,-8.9%,-1.5%,-0.3%,-1.1%
HEK293 tox,-2.2%,-18.7%,21.6%,-7.5%,17.9%,5.5%,-6.6%,18.5%
MCF10A rerep,.,.,.,-2.1%,?,0.4%,1.1%,1.4%
IL1B secr inh,.,.,.,31.6,-16.0,-6.5,9.3,-6.9
KB-V1 cytotox,?,-10.3%,7.3%,0.0%,?,-9.0%,0.3%,-13.8%
HT1080NT lethal,.,.,.,-1.4%,-1.3%,-6.6%,9.2%,20.6%
DRD3 agonist,1.5,-7.7,12.8,6.1,1.4,-6.9,10.7,4.6

[9] O=C1NC[C@@H](CCCCN2C[C@H](Cc3ccc(O)cc3)N(CCc3ccc(O)cc3)C(=O)C2=O)N(Cc2ccccc2)C1=O
[10] Nc1nc(SCc2c(F)cccc2Cl)[nH]c(=O)c1-c1ccccc1
[11] COc1ccc(CCN(Cc2cc3cc(C)ccc3[nH]c2=O)C(=O)N2CCCC2)cc1OC
[12] Cc1c(NC(=O)CSc2nnnn2Cc2ccccc2)c(=O)n(-c2ccccc2)n1C
[13] O=[N+]([O-])c1cc2c(cc1Br)-c1ccccc1C2
[14] COc1cccc(NC2=C(C#N)C(=O)NC(c3cccc(OC)c3O)S2)c1 (stereo not drawn)
[15] CCn1c(SCC(=O)NC2CCCC2)nc2c1c(=O)n(C)c(=O)n2C
[16] COc1cc(NC(=O)C2CCCN(S(=O)(=O)c3ccc4c(c3)oc(=O)n4C)C2)c(C(=O)O)cc1OC (stereo not drawn)

Screen / compound no.,9,10,11,12,13,14,15,16
HT1080 IDH1KD tx,10.3%,-25.0%,-8.3%,4.7%,-14.0%,2.3%,5.4%,.
SW480 rereplic,.,-3.3%,-2.8%,-1.6%,.,-9.8%,-5.1%,.
KB-3-1 cytotox,25.8%,-0.3%,26.7%,16.6%,?,1.3%,13.4%,5.2%
HEK293 tox,-12.9%,6.8%,-23.3%,0.5%,3.9%,1.1%,242.4%[activator],6.6%
MCF10A rerep,.,-0.6%,5.8%,-1.5%,.,-1.0%,-1.2%,.
IL1B secr inh,-2.8,-5.6,-7.5,8.6,36.7,0.0,18.5,.
KB-V1 cytotox,4.1%,-21.7%,0.0%,-0.5%,?,17.8%,9.5%,24.2%
HT1080NT lethal,22.0%,6.9%,-19.0%,-0.6%,-1.0%,10.8%,13.3%,.
DRD3 agonist,3.5,3.4,-3.5,-1.4,3.0,2.1,3.9,4.3

# Molecules listed so far with an aryl thioether with sulfur outside any ring, in the order listed:
[3] COC(=O)c1c(NC(=O)c2nc(SCc3ccc(C)cc3)ncc2Cl)sc2c1CCCC2
[10] Nc1nc(SCc2c(F)cccc2Cl)[nH]c(=O)c1-c1ccccc1
[12] Cc1c(NC(=O)CSc2nnnn2Cc2ccccc2)c(=O)n(-c2ccccc2)n1C
[15] CCn1c(SCC(=O)NC2CCCC2)nc2c1c(=O)n(C)c(=O)n2C

Screen / compound no.,3,10,12,15
HT1080 IDH1KD tx,.,-25.0%,4.7%,5.4%
SW480 rereplic,.,-3.3%,-1.6%,-5.1%
KB-3-1 cytotox,-3.5%,-0.3%,16.6%,13.4%
HEK293 tox,21.6%,6.8%,0.5%,242.4%[activator]
MCF10A rerep,.,-0.6%,-1.5%,-1.2%
IL1B secr inh,.,-5.6,8.6,18.5
KB-V1 cytotox,7.3%,-21.7%,-0.5%,9.5%
HT1080NT lethal,.,6.9%,-0.6%,13.3%
DRD3 agonist,12.8,3.4,-1.4,3.9

# Later entries.
[17] COC(=O)CNC(=O)c1ccc(=O)oc1
[18] O=C1CCC(=O)c2ccc3c4c(ccc1c24)CC3
[19] COc1ccc(Br)cc1CNC(=O)CCC(=O)N1CCSc2ccccc21
[20] Cc1ccc(-n2nc(C)c3onc(C)c3c2=O)cc1
[21] CCOC(=O)Nc1cc(N)ncn1
[22] Cc1cc(C)[n+](-c2ccc(F)cc2)c2[nH]c(=O)[nH]c(=O)c12
[23] O=C(Nc1cccc(NC(=O)c2cccs2)c1)c1ccc([N+](=O)[O-])o1

Screen / compound no.,17,18,19,20,21,22,23
HT1080 IDH1KD tx,23.7%,11.3%,3.9%,1.4%,24.0%,12.9%,23.1µM*
SW480 rereplic,-4.8%,-2.5%,4.0%,1.4%,-4.4%,-6.6%,?
KB-3-1 cytotox,8.6%,0.0%,-1.0%,-1.9%,4.9%,0.3%,16.4µM*
HEK293 tox,2.1%,45.3%[activator],3.5%&2.7%,2.2%,7.6%,-1.1%,-27.9%
MCF10A rerep,1.3%,?,-3.7%,-0.1%,3.2%,7.0%,18.5%
IL1B secr inh,7.9,1.4,-8.5,0.0,19.1,18.2,-101.8*
KB-V1 cytotox,4.7%,0.0%,10.6%,1.7%,-0.2%,9.5%,?
HT1080NT lethal,20.6%,2.7%,13.5%,6.1%,13.9%,4.5%,10.3µM*
DRD3 agonist,5.1,-0.9,2.5&-3.4,0.0,1.3,11.7,-3.8

# Limited to SW480 rereplic and IL1B secr inh, for some of the entries so far:
cpd	molecule	SW480 rereplic	IL1B secr inh
21	CCOC(=O)Nc1cc(N)ncn1	-4.4%	19.1
22	Cc1cc(C)[n+](-c2ccc(F)cc2)c2[nH]c(=O)[nH]c(=O)c12	-6.6%	18.2
23	O=C(Nc1cccc(NC(=O)c2cccs2)c1)c1ccc([N+](=O)[O-])o1	?	-101.8*
